Growth percent in the NCI-60 one-dose screen (48 h, 10 µM unless noted): 100 = growth as untreated, 0 = no growth, -100 = all killed.
HCT-15 = HCT-15 colon cancer; AID 1794746; actives 5.2% (n = 82,000)
HCC-2998 = HCC-2998 colon cancer. actives 4.7% (n = 79,000)
SNB-19 = SNB-19 CNS cancer cells; actives 2.5% (n = 81,000)
HT29 = HT29 colon cancer; actives 7.4% (n = 81,000); AID 1794748
SNB-75 = SNB-75 CNS cancer; actives 5% (n = 79,000); AID 1794750
KM12 = KM12 colon cancer cells. actives 5% (n = 82,000). AID 1794800
HCT-116 = HCT-116 colon cancer. actives 7.3% (n = 82,000). AID 1794798
SW-620 = SW-620 colon cancer; actives 5.2% (n = 82,000); AID 1794795
COLO 205 = COLO 205 colon cancer | actives 7.3% (n = 79,000)
Active calls of the source: *; · = not tested or not shown; & = joins results of further samples. How the source made its calls: active means growth percent below 10; inactive means the rest.

SMILES	HCT-15	HCC-2998	SNB-19	HT29	SNB-75	KM12	HCT-116	SW-620	COLO 205
COC(=O)[C@]1(C)CCC[C@]2(C)[C@H]3C[C@H]4C(C(C)C)=C[C@]3(CC[C@H]21)[C@@H]1C(=O)N(CCC#N)C(=O)[C@@H]14	83	94	102	71	93	83	71	90	95
COc1ccc(OC)c(C#N)c1	104	97	106	103	88	106	91	113	117
Nc1ccc(/C=C/c2ccc(N)cc2S(=O)(=O)O)c(S(=O)(=O)O)c1	97	·	107	106	98	101	103	107	110
CC(C(=O)O)c1ccc2c(c1)Cc1ccccc1-2 (centres undefined)	117	101	98	102	83	101	99	95	116
O=C(CSc1ccc(-c2ccccc2)nn1)Nc1nc2ccccc2[nH]1	97	93	90	105	104	86	90	108	127
CCC1(c2ccccc2)C(=O)NCNC1=O	96	111	106	107	102	105	107	109	112
CC(C(=O)Nc1ccccc1C(=O)NCCN)(c1ccccc1)c1ccccc1	105	94	93	79	79	99	98	107	96
COc1ccc(-c2nc3ccc(C(=O)NN4C(=O)c5ccc(C(=O)O)cc5C4=O)cc3[nH]2)cc1	101	107	·	100	89	104	100	102	103
O=C(c1ccccc1)C(C(C(=O)c1ccccc1)N1CCOCC1)N1CCOCC1 (centres undefined)	102	95	100	100	99	97	107	105	114
Cc1ccc(-c2csc(N)n2)cc1	100	99	98	94	93	106	100	105	115
Nc1ccc(S(=O)(=O)c2ccc(N)c(Cl)c2)cc1	105	102	120	112	101	95	103	95	113
Nc1nc(Nc2ccccc2)nn1Cc1c(Cl)cccc1Cl	37	15	58	54	67	13	22	56	33
O=C(NCCCNc1cc(-c2cn(-c3ccccc3)nc2-c2cccc(O)c2)ccn1)c1ccc(F)cc1	-4.3*	-60*	54	0.3*	11	12	11	5.4*	-59*
Cc1ccc2nc(COc3ccc(C(=O)NNC(=O)Nc4ccc(Cl)c(C(F)(F)F)c4)cc3)[nH]c2c1	97	70	25	76	94	25	4.5*	43	84
COc1ccc(C(=O)/C=C/c2cc3ccccc3n3nnnc23)cc1	97	111	99	110	98	109	106	113	122
Nc1nc(Cl)c2c(n1)Nc1ccccc1N=C2	98	99	112	106	82	80	95	97	126
CCc1ccc(OCCO)c(Cl)c1	104	84	99	96	101	101	103	102	99
Cc1ccc(/C=N/n2c(CN3CCCCC3)nc3ccccc3c2=O)cc1	101	107	96	117	101	101	102	93	119
O=S(=O)(Nc1ccc(Cl)c(C(F)(F)F)c1)c1ccc(-c2cnc(C3CC3)o2)cc1	22	25	18	5.3*	-2.8*	8.1*	10	22	2.7*
CC(=O)c1c(O)cc2c3c1OC(C)(C)C1CCC(C)(CC31)O2 (centres undefined)	98	115	99	91	96	95	87	107	92
O=[N+]([O-])c1ccc(/C=N\N=C\c2ccc([N+](=O)[O-])cc2)cc1	103	104	106	105	93	107	96	111	109
O=C(O)Cc1ccc2c(c1)CCC2	101	94	115	93	106	101	96	109	92
CC(=O)Cc1cc(-c2cc(CC(C)=O)[nH]n2)n[nH]1	99	112	·	102	87	105	103	98	110
C=C(C)[C@@H]1CC[C@]2(CO)CC[C@]3(C)[C@H](CC[C@@H]4[C@@]5(C)CCCN(C(=O)OC(C)(C)C)C(C)(C)[C@@H]5CC[C@]43C)[C@@H]12	93	111	97	82	98	103	96	94	107
CC(=O)c1c[nH]c2ccc(-c3ccnc(Nc4ccc(NC(=O)c5cccc(F)c5)c(CN5CCOCC5)c4)n3)cc12	0.5*	1.4*	0.1*	7.2*	-56*	-7.4*	2.3*	0.3*	-18*
N=c1c2c(-c3ccccc3)c(-c3ccccc3)n(Cc3ccccc3)c2ncn1CCCO	28	64	48	0.3*	40	30	13	22	-5.8*
Cc1nn(-c2ccc([N+](=O)[O-])cc2)c2ncnc(NCCc3ccccc3)c12	95	101	97	103	88	96	93	99	104
COc1ccc(C(=O)COc2cccc(/C=C3\Oc4ccc5ccccc5c4C3=O)c2)cc1	44	60	105	46	45	98	29	19	77
CS(=O)(=O)O[C@@H]1CO[C@H]2[C@@H]1OC[C@H]2OS(C)(=O)=O	102	108	108	121	93	110	105	110	117
COc1cc(C2c3cc(OS(=O)(=O)c4ccc(C)cc4)c(OC)cc3CC3C(=O)OCC32)ccc1OS(=O)(=O)c1ccc(C)cc1 (centres undefined)	103&113	116&108	101&102	86&89	81	116	91&102	113&97	107&99
COc1cccc(NC(=O)Nc2ccc(Nc3ncnc4sc5c(c34)CCOC5)cc2)c1	103	111	100	90	82	101	98	104	106
c1ccc(-c2cnc3ccccc3n2)cc1	100	101	97	109	96	100	100	112	110
CCN1C(=O)/C(=C/C(=O)OC)S/C1=N\Nc1ccc([N+](=O)[O-])cc1[N+](=O)[O-]	95	110	95	106	87	104	94	104	115
O=C1c2ccccc2C(=O)c2cc(S(=O)(=O)Cl)ccc21	106	107	95	104	102	104	101	113	113
O=C1NC(=O)C2(CC(C(=O)N(CCO)CCO)Oc3ccc(F)cc32)N1 (centres undefined)	104	98	104	109	94	108	106	103	111
COc1cc(CNC(=O)/C=C/c2ccc3c(c2)OCO3)ccc1OCc1cn(-c2ccc(Cl)cc2)nn1	87	103	82	118	127	97	87	·	116
COc1cccc(Oc2nc(Nc3ccc(N4CCOCC4)cc3)ncc2NC(=O)Nc2c(Cl)cccc2Cl)c1	103	110	94	70	98	89	60	84	88
Cc1nc2nc(N)[nH]c(=O)c2[nH]1	117	122	109	100	88	111	88	103	113
C(=C\c1nccc2c1[nH]c1ccccc12)/c1ccccc1	19	·	35	1.3*	-20*	16	21	15	3.4*
O=C(Nc1ccc2c(c1)[nH]c(=O)c1ccccc12)C(F)(F)F	95	101	111	103	89	106	95	98	116

A portion from further up:
SMILES	HCT-15	HCC-2998	SNB-19	HT29	SNB-75	KM12	HCT-116	SW-620	COLO 205
Cc1nn(-c2ccc([N+](=O)[O-])cc2)c2ncnc(NCCc3ccccc3)c12	95	101	97	103	88	96	93	99	104
COc1ccc(C(=O)COc2cccc(/C=C3\Oc4ccc5ccccc5c4C3=O)c2)cc1	44	60	105	46	45	98	29	19	77
CS(=O)(=O)O[C@@H]1CO[C@H]2[C@@H]1OC[C@H]2OS(C)(=O)=O	102	108	108	121	93	110	105	110	117
COc1cc(C2c3cc(OS(=O)(=O)c4ccc(C)cc4)c(OC)cc3CC3C(=O)OCC32)ccc1OS(=O)(=O)c1ccc(C)cc1 (centres undefined)	103&113	116&108	101&102	86&89	81	116	91&102	113&97	107&99
COc1cccc(NC(=O)Nc2ccc(Nc3ncnc4sc5c(c34)CCOC5)cc2)c1	103	111	100	90	82	101	98	104	106
c1ccc(-c2cnc3ccccc3n2)cc1	100	101	97	109	96	100	100	112	110
CCN1C(=O)/C(=C/C(=O)OC)S/C1=N\Nc1ccc([N+](=O)[O-])cc1[N+](=O)[O-]	95	110	95	106	87	104	94	104	115
O=C1c2ccccc2C(=O)c2cc(S(=O)(=O)Cl)ccc21	106	107	95	104	102	104	101	113	113
O=C1NC(=O)C2(CC(C(=O)N(CCO)CCO)Oc3ccc(F)cc32)N1 (centres undefined)	104	98	104	109	94	108	106	103	111
COc1cc(CNC(=O)/C=C/c2ccc3c(c2)OCO3)ccc1OCc1cn(-c2ccc(Cl)cc2)nn1	87	103	82	118	127	97	87	·	116
COc1cccc(Oc2nc(Nc3ccc(N4CCOCC4)cc3)ncc2NC(=O)Nc2c(Cl)cccc2Cl)c1	103	110	94	70	98	89	60	84	88

Other structures.
SMILES	HCT-15	HCC-2998	SNB-19	HT29	SNB-75	KM12	HCT-116	SW-620	COLO 205
O=Cc1c(Cl)c(Cl)c(C=O)c(Cl)c1Cl	98	·	106	95	88	97	40	70	·
COc1cc(/C=C/C(=O)c2ccc(NC(=O)CN3CCN(c4cc5c(cc4F)c(=O)c(C(=O)O)cn5C4CC4)CC3)cc2)cc(OC)c1OC	18	-12*	35	-3.4*	77	-65*	-88*	6.4*	-13*
OCC1OC(n2cnc3c(Cl)ncnc32)C(O)C1O (centres undefined)	25	87	84	44	94	68	38	58	63
CCOC(=O)C1=C(C)NC(=O)NC1c1ccc(OCC(=O)N/N=C(/C)c2ccccc2)cc1 (centres undefined)	101	100	96	96	95	99	81	104	109
COc1cc(C(=O)C(=O)c2ccc(O)c(OC)c2)ccc1O	99	87	101	109	90	108	103	102	109
COc1cc(/C=C2\CN(S(=O)(=O)c3ccccc3)C/C(=C\c3cc(CN4CCCC4)c(O)c(OC)c3)C2=O)cc(CN2CCCC2)c1O	50	-88*	12	-9.1*	20	-56*	-81*	4.9*	-30*
Cc1ccc(Nc2nnc(-c3ccc(O)cc3)o2)cc1	101	106	105	·	84	99	94	107	107
CNC(=O)c1cc(Oc2ccc3nc(NC(=O)NCCCN4CCN(C)CC4)sc3c2)ccn1	114	109	·	115	114	100	108	101	114
COc1nccc2c(Nc3ccccc3)nc(N)nc12	102	108	108	101	87	108	102	120	·
Oc1ccccc1C=Nc1ccc(N2CCN(C(c3ccccc3)c3ccccc3)CC2)cc1	99	101	106	91	87	101	97	106	95
COc1ccc(C=Nc2c(C(=O)Nc3cccc(Cl)c3C)sc3nc(C)c(C(=O)/C=C/c4ccc(OC)cc4)cc23)cc1	20	58	12	9.2*	-11*	12	23	12	11
COc1cc(C(=O)[C@H]2COC(=O)C[C@@H]2c2ccc(OC(C)=O)c(OC)c2)ccc1OC(C)=O	95	100	97	83	80	104	96	92	101
CCOC(=O)/C(C#N)=C\c1ccc(N(CC)CC)cc1	89	110	92	78	93	89	91	86	118
Oc1ccc(/C=N/c2n[nH]c(Nc3ccccc3)n2)cc1	105	115	104	117	130	107	106	107	128
C[C@]12CCCC[C@@H]1CC[C@@H]1[C@@H]2CC[C@@]2(C)[C@H]1CC[C@H]2[N+](=O)[O-]	107	113	109	95	87	112	105	105	123
CC(C)(C)c1ccc(O)c(C2CCCCC2)c1	102	111	122	87	100	91	95	100	103
COc1ccc(/C=C/c2cc(N3CCOCC3)c3cc(Cl)c(Cl)cc3n2)cc1OC	96	102	102	96	107	95	82	102	108
CCN(CC)CCNc1ccc(C)c2sc3cc(Cl)ccc3c(=O)c12	27	23	47	-25*	60	32	11	2.6*	-67*
C=CCc1c(O)c(C=O)c(OC)c2c(=O)cc(-c3ccccc3OC)oc12	96	98	90	102	65	94	94	102	85
Cc1ccc(Oc2c(/C=N\N=c3/sc4ccccc4n3C)c(C)nn2-c2ccccc2)cc1	70	102	90	77	73	89	75	85	98
O=C(CSc1nc2sc3c(c2c(=O)n1-c1ccc(Cl)cc1)CCCC3)N/N=C/C=C/c1ccccc1	-58*	6.3*	27	-19*	-23*	40	-13*	-56*	-45*
O=C(Cn1nnc2ccccc21)N/N=C/c1c[nH]c2ccccc12	33	79	41	13	34	23	27	25	37
Nc1ccccc1-c1cc2c(c3c1[nH]c1ccccc13)-c1ccccc1OC2	95	101	96	78	102	87	53	90	93
OCC(O)COc1c(Cl)c(Cl)c(Cl)c(Cl)c1Cl (centres undefined)	101	105	102	92	90	92	87	105	114
C=C(C)[C@@H]1CC[C@]2(C(=O)OC)CC[C@]3(C)[C@H](CC[C@@H]4[C@@]5(C)C/C(=C/c6ccc(OC)cc6)C(=O)C(C)(C)[C@@H]5CC[C@]43C)[C@@H]12	60	92	108	32	76	94	42	63	94
O=C(NNc1nc2cc(F)c(F)cc2n2cccc12)c1cnccn1	14	41	31	37	55	22	17	27	12
C/C(C/C(C)=N/c1c(N)c(=O)n(C)c(=O)n1C)=N/c1c(N)c(=O)n(C)c(=O)n1C	111	109	105	100	79	98	107	98	108
COC(C(=O)[C@@H](O)[C@@H](C)O)[C@@H]1Cc2cc3cc(O[C@H]4C[C@@H](O[C@H]5C[C@@H](O)[C@H](O)C(C)O5)[C@H](O)C(C)O4)cc(O)c3c(O)c2C(=O)[C@H]1O[C@H]1C[C@@H](O[C@H]2C[C@@H](O[C@H]3C[C@@H](OC)[C@H](O)C(C)O3)[C@@H](O)C(C)O2)[C@H](O)C(C)O1 (some centres undefined)	102	64	40	35	36	40	11	40	31
COC(=O)C1CCCC2(C1)OCCO2 (centres undefined)	106	98	112	105	·	105	101	106	117
CC(Nc1ccc([N+](=O)[O-])cc1[N+](=O)[O-])c1ccccc1 (centres undefined)	87	90	103	78	88	92	98	101	105
CC1=Nc2ccccc2C(=O)N(C)N1	96	113	95	110	92	112	101	101	116
c1ccc2oc(-c3ccncc3)cc2c1	91	99	95	95	95	107	98	108	115
CCCCCCCCCCCCNP(=S)(NCCCCCCCCCCCC)NCCCCCCCCCCCC	102	99	98	97	99	103	101	114	104
Nc1ncnc2c1c(-c1ccccc1)nn2CC(=O)N1CCOCC1	105	108	96	108	94	105	101	104	119
Fc1ccc(-c2nnc(CNc3ccc(F)c(Cl)c3)o2)cc1	115	100	105	81	94	106	95	106	107
CCOC(=O)c1cc(C(=O)c2ccc(Cl)cc2)n2c1ccc1c3cccnc3ccc12	99	100	86	85	74	96	88	102	102
C[C@H](OS(N)(=O)=O)[C@@H](O)c1c(Cl)cccc1Cl	94	100	97	105	107	105	100	82	114
COc1cc(N2C(=O)CC3C4CCC(=O)N4c4cc(OC)c(OC)c(OC)c4C32)cc(OC)c1OC (centres undefined)	103	106	103	101	96	99	101	95	96
COc1cc(/C=C/c2cc(/C=C/c3ccc(O)c(OC)c3)n(-c3ccc(F)c(Cl)c3)c(=O)n2)ccc1O	92	103	83	44	80	87	61	101	115
Cc1cc2nc3c4ccccc4n(CCN4C(=O)c5ccccc5C4=O)c3nc2cc1C	86	105	89	98	66	91	84	95	112
O=c1[nH]c2ccc(Cl)cc2cc1CSc1ccccc1Nc1nccc(-c2ccc3c(c2)OCO3)n1	59	71	85	50	74	76	50	77	84
CC(=O)c1c(C)nc2ccccc2c1/C=C/c1cccs1	106	113	100	94	·	108	81	95	113
N#Cc1c(-c2ccc(Cl)cc2)nc(SCc2ccccc2)[nH]c1=O	104	113	97	120	92	104	104	99	121
